High-throughput results from PubChem.
MC4R antagonist – MC4R antagonists of cAMP signaling, primary screen, cell-based, TR-FRET, antagonist arm of biased-ligand search. Melanocortin receptor 4 (Homo sapiens), P32245. MC4R-expressing cells, MTII-stimulated cAMP, LANCE TR-FRET. inhibition, % at 6.5 µM. 360,000 compounds, 0.48% hits;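 active = inhibition above its plate's cutoff, the mean of tested wells on that plate plus 3 SD, cut at about 29% in these data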;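 note: 0% = Melanotan II alone and 100% = Melanotan II plus saturating MCL0020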
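Assay system: U2OS cells stably expressing human melanocortin 4 receptor (MC4R) / Dosing: 6.5 µM / Timing: compound 30 min, challenge 1 h, detection 1 h / Measured by: Eu-cAMP/anti-cAMP TR-FRET, emission 671 nm / Replicates: singlicate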
H9c2 protect – cardioprotection against H2O2-induced cell death, primary screen, uHTS, H9c2 cells, ATPLite luminescence; protection from H2O2 cell death, % at 20 µM; 360,000 compounds, 0.63% hits; AID 588492, 2011; H9c2 cardiomyocytes, H2O2 injury protection, 2 h;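 active = compounds giving at least 50% protection of heart cells from peroxide-induced death in the single-dose screen, raw or plate-pattern-corrected value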;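 note: 0% = DMSO wells with peroxide and 100% = DMSO wells without peroxide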
ABCB6 inh MLPCN – ABCB6 transporter inhibitors, primary screen, K562-ABCB6 cells, flow cytometry, MLPCN library; ATP-binding cassette sub-family B member 6 (Homo sapiens), Q9NP58; K562-ABCB6 porphyrin accumulation, 1 h; stronger effect = lower value; fluorescence ratio to DMSO, % at 10 µM; 360,000 compounds, 0.19% hits;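 active = fluorescence ratio to DMSO below 75%, the collection mean minus 3 SD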;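 note: signal is porphyrin accumulated inside mitochondria; 100% equals median channel fluorescence of DMSO control wells; lower ratio means ABCB6 inhibition with less porphyrin fluorescence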
Target sequence (Q9NP58 whole entry, looked up): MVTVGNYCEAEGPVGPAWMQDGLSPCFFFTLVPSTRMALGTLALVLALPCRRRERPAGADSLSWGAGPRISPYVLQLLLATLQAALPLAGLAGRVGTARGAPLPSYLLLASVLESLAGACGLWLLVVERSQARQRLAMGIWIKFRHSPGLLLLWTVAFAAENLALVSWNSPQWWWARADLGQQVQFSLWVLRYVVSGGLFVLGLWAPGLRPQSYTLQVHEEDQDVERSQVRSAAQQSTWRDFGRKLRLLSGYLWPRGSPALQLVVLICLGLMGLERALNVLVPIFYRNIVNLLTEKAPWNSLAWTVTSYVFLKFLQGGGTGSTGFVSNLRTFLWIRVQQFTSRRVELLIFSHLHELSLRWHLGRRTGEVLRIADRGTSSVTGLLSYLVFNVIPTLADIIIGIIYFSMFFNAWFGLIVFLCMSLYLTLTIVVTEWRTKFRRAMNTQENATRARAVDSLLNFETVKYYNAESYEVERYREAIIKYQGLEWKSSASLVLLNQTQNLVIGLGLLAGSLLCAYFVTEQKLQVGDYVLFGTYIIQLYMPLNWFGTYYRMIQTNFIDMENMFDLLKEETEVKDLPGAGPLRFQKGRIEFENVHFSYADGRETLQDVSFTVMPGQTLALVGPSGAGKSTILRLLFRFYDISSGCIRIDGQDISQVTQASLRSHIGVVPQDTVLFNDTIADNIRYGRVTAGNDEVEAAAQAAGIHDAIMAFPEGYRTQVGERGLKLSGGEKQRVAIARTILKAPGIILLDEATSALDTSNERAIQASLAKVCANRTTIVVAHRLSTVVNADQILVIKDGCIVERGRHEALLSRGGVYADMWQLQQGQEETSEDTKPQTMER
PDI inh – inhibitors of human PDI, primary screen, biochemical, turbidity, single point, plate reader | Protein disulfide-isomerase (Homo sapiens), P07237 | PDI insulin aggregation turbidity, A650, 90 min | inhibition, % at 10 µM | 350,000 compounds, 0.052% hits;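 active = mean inhibition across replicates of 30% or more, whatever share of single replicates reach that level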;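 note: absorbance from insulin aggregation driven by PDI reduction with DTT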
HTR2A ag – mouse Htr2a agonists via beta-arrestin recruitment, primary screen, cell-based, luminescence; 5-hydroxytryptamine receptor 2A (Mus musculus), P35363; CHO-K1 mHTR2A beta-arrestin complementation; percent of 30 µM serotonin response; activation, % at 7.6 µM; 360,000 compounds, 0.66% hits;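 active = activation above a run cutoff, the mean activation of all tested compounds plus 3 SD, cut at about 14% in these data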;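 note: 0% = plate median of compound wells and 100% = 30 µM serotonin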
ABHD5 PLIN5 PPI – ABHD5-PLIN5 interaction inhibitors, primary screen, cell lysate, split luciferase complementation, luminescence | Split G. princeps luciferase complementation, 4 h | inhibition, % at 4 µM | 360,000 compounds, 0.78% hits | AID 602281, 2012;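 active = inhibition above the mean inhibition across every tested compound plus 3 SD, cut at about 22% in these data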;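 note: 0% = DMSO only wells and the 100% control is not disclosed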
CaV13 FRET inh – Disruptors of the CACNA1D IQ motif to Ca2+-dependent inactivation inhibitor domain association, primary screening, Förster resonance energy transfer in intact living …; HEK cells, CFP/YFP FRET ICDI-IQ, plate reader, 10 min; percent FRET-ratio fall versus neutral wells; inhibition, % at 12.3 µM; 340,000 compounds, 0.098% hits;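 active = mean replicate inhibition of at least 30% and at least 1% of replicates passing that level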;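 note: 0% = median of the neutral control wells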
Glyco luc inh – increase of ERlucT glycosylation luciferase signal, primary screen, N-linked glycosylation inhibitor project, D54 ERlucT cells, luminescence, set 2. reporter increase, % at 12.5 µM. 360,000 compounds, 0.23% hits. AID 588692, 2011. D54 ERlucT glycosylation luciferase reporter, 24 h; percent of 100 nM tunicamycin response;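 active = mean luciferase reporter signal, scaled so untreated is 0 and the glycosylation-blocking control 100, at or above a set limit in every replicate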;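 note: luciferase carries N-glycosylation sites so blocking glycosylation raises the light; 0% = median of neutral control wells and 100% = median of 100 nM tunicamycin wells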
Exocytosis inh – LAMP-1 surface exposure blockers, TALL-104 cells – cell-based, flow cytometry, MLPCN library, primary screen; 360,000 compounds, 0.66% hits; inhibition, % at 10 µM; TALL-104 LAMP-1 surface exposure; cells stimulated with thapsigargin and PMA;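 active = inhibition above about 55%, limit read from the data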
MC4R barr agon – MC4R agonists recruiting beta-arrestin, primary screen, cell-based, luminescence, agonist arm of biased-ligand search | Melanocortin receptor 4 (Homo sapiens), P32245 | activation, % at 8.9 µM | 360,000 compounds, 0.98% hits | U2OS MC4R beta-arrestin complementation; percent of melanotan II response, DMSO zero | AID 540308, 2011;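 active = activation above a per-plate cutoff, the mean activation of sample wells on that plate plus 3 SD, cut at about 8% in these data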
The depositor's hits bear a star; . = no result given.

SMILES	MC4R antagonist	H9c2 protect	ABCB6 inh MLPCN	PDI inh	HTR2A ag	ABHD5 PLIN5 PPI	CaV13 FRET inh	Glyco luc inh	Exocytosis inh	MC4R barr agon
CN1C(CC(=O)c2ccccc2)CCCC1CC(O)c1ccccc1 (centres undefined)	6.2	0.5	98.0	.	-5.5	12.8	.	-2.5	-0.6	1.6
Cc1onc(-c2ccccc2)c1C(=O)N1CCN(C)CC1	4.4	4.4	99.0	2.3	-4.1	1.5	-2.9	2.4	11.2	0.5
COc1cc(NC(=O)c2ccccc2-c2ccccc2)cc(OC)c1	-7.7	4.8	101.0	10.4	1.4	2.5	-2.1	-0.7	-2.3	-2.3
Cc1ccc(N2C(=O)N3[C@H](c4ccc(F)cc4)[C@@H]4C(=O)N(C5CCCCC5)C(=O)[C@@H]4[C@]3(Cc3ccccc3)C2=O)cc1	10.3	3.4	87.0	-5.0	6.0	-4.4	-4.8	0.1	-5.0	-2.0
CN1C(=O)C(O)(CC(=O)c2ccccc2O)c2cc(Br)ccc21 (centres undefined)	11.2	-6.4	100.0	1.5	-2.6	-10.9	-10.6	4.7	-6.1	-0.4
COc1ccc(CNC(=S)Nc2cc(C)cc(C)c2)cc1	5.5	-5.8	97.0	-4.1	-6.3	-5.4	-6.0	-0.7	-0.5	-1.0
CN(Cc1ccccc1)C(=O)c1ccc(NC(=O)Cc2ccc(NC(=O)C3CCCN(C(=O)C4CC4)C3)cc2)cc1 (centres undefined)	5.7	-11.7	98.0	6.6	-3.0	-5.0	-4.4	-0.3	-0.5	1.1
COc1ccccc1/C=C/C(=O)OCC(=O)NCCC1=CCCCC1	13.7	1.5	98.0	1.3	1.3	-4.5	-3.1	0.3	-2.7	0.0
O=S(=O)(NCc1nnc2c(C(F)(F)F)cc(Cl)cn12)c1ccccc1	0.6	7.7	105.0	-2.6	-3.0	0.2	-7.3	1.5	-0.3	-1.3
NS(=O)(=O)c1ccc(CCNC(=S)Nc2ccc(S(N)(=O)=O)cc2)cc1	3.0	-2.1	100.0	-0.3	1.2	3.1	-5.1	2.2	-2.6	-1.7
COc1cccc(CNC(=O)N[C@@H](C)C(=O)O)c1	0.3	-1.9	99.0	-3.5	0.2	-4.2	3.9	1.4	4.0	1.8
CC(C)(C)OC(=O)NCc1n[nH]c(=S)n1C1CC1	10.8	11.5	103.0	-3.7	-4.8	-4.4	3.1	0.0	-3.0	-2.3
N#Cc1ccccc1S(=O)(=O)N1CCN(Cc2cc3c(cc2Br)OCCO3)CC1	3.8	-8.8	103.0	-2.6	-2.7	2.3	-16.4	-2.6	-4.1	-0.2
COCc1nc2ccccc2n1Cc1ccccc1	-3.1	4.1	95.0	-4.9	-6.1	-4.3	-4.4	-0.8	0.9	-1.9
CC(Oc1ccc(-c2ccccc2)cc1)C(=O)N/N=C/c1cccnc1 (centres undefined)	1.4	-2.5	90.0	0.4	-9.3	-2.0	-6.8	1.0	56.3*	-1.8
COc1cccc(NC(=S)NCCN2CCOCC2)c1	-0.4	1.4	98.0	-2.9	2.3	2.5	-4.9	-1.2	-0.5	-2.3
COc1ccc(-c2cc3ccc(OCC(=O)NCC4CCC(C(=O)O)CC4)cc3oc2=O)cc1 (centres undefined)	9.9	-11.4	98.0	.	7.5	-0.2	.	-4.5	0.9	-1.4
N=c1n(CCN2CCCCC2)c2ccccc2n1CC(O)c1ccco1 (centres undefined)	-6.0	9.4	105.0	3.1	-1.5	-9.1	-5.5	1.9	-1.1	0.2
Cc1ccc(CSCC(=O)Nc2ccc(F)cc2)cc1	6.1	-3.0	100.0	1.3	5.5	0.4	-4.1	1.7	9.0	0.1
O=C(C1COc2ccccc2O1)N1CCN(c2nc3c(F)cc(F)cc3s2)CC1 (centres undefined)	7.8	1.5	99.0	10.8	-6.2	-14.0	-17.1	-1.0	3.9	1.5
CCC1(c2ccccc2)NC(=O)N(CC(=O)Nc2cc(C(F)(F)F)ccc2N2CCCC2)C1=O (centres undefined)	-1.2	-0.6	101.0	2.8	-5.6	4.6	-5.9	0.8	-1.0	1.1
CC[C@@H]1CC2=C(C(=O)OC(C)(C)O2)[C@@H](CC)O1	.	.	119.0	.	7.2	-3.1	-10.0	.	-0.8	.
Cc1ccc(NC(=S)N(C)C(c2ccccc2)c2ccccc2)cc1C	17.6	-11.2	95.0	2.3	2.5	-2.5	-19.2	-7.8	-14.1	0.8
NC(=O)CC(NC(=O)c1ccccc1)c1ccc(NC2CCC2)c([N+](=O)[O-])c1 (centres undefined)	7.1	0.0	90.0	-3.4	-0.5	-2.1	-11.4	2.5	1.0	-1.8
CCC(C)(C)n1nnnc1C(c1ccc(OC)c(OC)c1)N1CCN(c2cccc(OC)c2)CC1 (centres undefined)	3.4	-7.8	97.0	16.0	-4.6	-2.1	-2.0	-4.6	-0.3	0.3

Record cards, as listed above. Order of screens: MC4R antagonist, H9c2 protect, ABCB6 inh MLPCN, PDI inh, HTR2A ag, ABHD5 PLIN5 PPI, CaV13 FRET inh, Glyco luc inh, Exocytosis inh, MC4R barr agon
`CN1C(=O)C(O)(CC(=O)c2ccccc2O)c2cc(Br)ccc21` (centres undefined) is listed with 11.2, -6.4, 100.0, 1.5, -2.6, -10.9, -10.6, 4.7, -6.1, -0.4
`CCC1(c2ccccc2)NC(=O)N(CC(=O)Nc2cc(C(F)(F)F)ccc2N2CCCC2)C1=O` (centres undefined) is listed with -1.2, -0.6, 101.0, 2.8, -5.6, 4.6, -5.9, 0.8, -1.0, 1.1
`CCC(C)(C)n1nnnc1C(c1ccc(OC)c(OC)c1)N1CCN(c2cccc(OC)c2)CC1` (centres undefined) is listed with 3.4, -7.8, 97.0, 16.0, -4.6, -2.1, -2.0, -4.6, -0.3, 0.3

Continuation.
SMILES	MC4R antagonist	H9c2 protect	ABCB6 inh MLPCN	PDI inh	HTR2A ag	ABHD5 PLIN5 PPI	CaV13 FRET inh	Glyco luc inh	Exocytosis inh	MC4R barr agon
CC(=O)Nc1ccc(N2CCN(c3ccc(F)cc3)CC2)cc1	-0.8	0.8	93.0	8.0	-3.1	0.0	-3.0	0.9	4.6	-0.2
NC(=O)c1cc(Cl)ccc1OCC(=O)NC1CC1	17.7	11.4	98.0	-19.1	7.0	-0.1	-5.7	1.4	-0.1	-1.0
COc1ccc(OCCCC(=O)Nc2cccc(SC)c2)cc1	0.1	-7.6	97.0	16.6	-0.8	-1.5	-13.6	0.9	1.5	-0.4
O=C(c1ccc(Br)cc1)c1sc(N2CCOCC2)nc1-c1ccccc1	11.2	-15.4	88.0	-0.5	-1.9	-2.9	-2.2	-0.1	3.4	-4.0
COc1ccc(C2=NN(C(=O)c3ccc(Cl)c([N+](=O)[O-])c3)C(c3ccccc3)C2)cc1 (centres undefined)	14.8	-4.0	102.0	-10.4	2.9	13.2	-6.6	-1.1	5.9	1.7
COc1ccc(CN(C)CCc2ccccn2)c(OC)c1OC	4.1	6.4	96.0	-5.7	-4.8	-2.6	-3.8	0.8	3.6	-1.7
O=C(CSc1ccsc1[N+](=O)[O-])NCc1ccccc1	10.7	-7.2	90.0	-1.3	0.2	-9.5	-2.3	2.4	2.5	-1.1
Cc1cc(C(C)(C)C)cc(C)c1CC1=NCCN1	-0.4	11.5	85.0	-4.8	24.4*	-7.3	-6.2	1.1	-3.5	1.0
C[C@H](CO)N1C[C@H](C)[C@@H](CN(C)S(=O)(=O)c2cccs2)Oc2ccc(NC(=O)Nc3ccc(C(F)(F)F)cc3)cc2C1=O	14.8	-2.9	99.0	-1.3	-0.4	-10.2	-11.9	-6.1	-12.1	-0.9
CC(C)[C@H](NC(=O)OCc1ccccc1)C(=O)OCC(=O)N1C(C)CCCC1C (some centres undefined)	8.2	0.3	93.0	-3.3	-0.9	-0.9	-5.7	3.2	1.3	-1.7
CCOC(=O)C(C)Oc1cc(Cl)c(C=O)cc1OC (centres undefined)	1.1	0.6	100.0	-0.4	-0.6	-4.7	-6.2	0.6	0.3	0.5
O=C(O)c1cc(=O)c2ccccc2[nH]1	-1.4	-0.8	97.0	.	1.2	4.0	.	-1.9	0.3	-1.7
COCc1ccc(C(=O)N2CCCC(N3CCN(c4ccccc4C)CC3)C2)s1 (centres undefined)	9.9	-0.1	99.0	1.5	-11.8	-4.4	-2.3	-2.9	-2.1	-1.5
Cc1cc(C)c(NC(=O)CNC(=O)c2cc(C3CC3)nc3c2cnn3C(C)C)c(C)c1	1.0	-0.8	93.0	-11.6	4.0	-9.4	-5.4	3.0	-6.5	2.3
COC(=O)CN1C(=O)COc2ccc(S(=O)(=O)NCc3ccc(F)cc3)cc21	3.8	-0.4	97.0	-3.9	-5.0	15.3	-2.7	1.0	9.8	2.8
O=C(CSc1nc2ccccc2c(=O)n1-c1ccccc1)N1CCCC1	-0.4	6.8	100.0	-3.9	0.2	-0.8	-4.6	0.8	0.0	-2.2
O=C(Nc1ccccc1Cl)NC1(C(=O)NCc2ccncc2)CCCCC1	4.8	3.9	95.0	13.0	-3.2	-4.7	-5.5	-1.1	-7.0	1.0
CCOC(=O)C1=C(N)Oc2c(oc(CO)cc2=O)C1c1ccccc1 (centres undefined)	21.7	-1.0	103.0	2.2	1.1	3.8	-2.0	2.6	0.2	-1.7
Clc1ccc(-c2nc(/C=N/N3CCOCC3)c3ccccn23)cc1	-12.0	3.6	105.0	-12.2	-1.8	-7.1	.	1.5	1.6	-2.0
Cc1ccc2c(c1)-c1cc(C)nn1C(c1ccc3c(c1)OCO3)N2 (centres undefined)	4.6	-1.9	90.0	16.2	0.9	-3.5	-5.6	0.6	-2.6	-0.3
Cc1cc(CNC(=O)Nc2ccc3c(c2)OCO3)nn1C	1.0	-0.5	96.0	3.4	-0.5	8.1	-5.4	0.4	-2.5	1.9
Cc1ccc(C(=O)N(Cc2ccc3c(c2)OCO3)Cc2nc3ccccc3c(=O)[nH]2)cc1	2.2	18.4	92.0	2.2	1.8	-4.8	-9.1	-0.1	-2.4	1.5
O=C(c1ccccc1)c1cc(Cl)ccc1N1C(=O)C=CC1=O	58.4*	-30.8	98.0	1.7	-5.5	38.2*	-18.8	-3.4	2.9	-0.5
CC(NC(=O)COc1ccc(/C=N/NS(=O)(=O)c2ccccc2)cc1)c1ccccc1 (centres undefined)	6.8	2.1	69.0*	-3.7	-6.6	-4.2	.	0.6	0.8	-1.6
CC(=O)CCS(=O)(=O)c1ccc(NC(C)=O)cc1	0.9	-6.0	99.0	-3.6	1.7	11.6	.	0.9	-2.1	-2.2
CCOC(=O)CCn1c2nc(C)cc(C)c2c(=O)n1-c1ccccc1	2.9	6.2	86.0	2.1	-3.3	2.9	-5.0	1.0	0.8	-0.5
